ATXN2 expr inh: inhibitors of ATXN2 expression. HEK-293 ATXN2-luciferase reporter, luminescence, 24 h. Potency, µM (titrated, usually from 57 µM), without a hit: top-dose activity change, negative = inhibition, actives largely listed as inhibitors. actives 0.72% (n = 360,000); note: potency is the fitted concentration of half-maximal effect; % is set by controls: 0 for no effect and ±100 for the full control effect; nearly all actives have a fitted effect of over 55% in size
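qHTS (up to 57 uM final) was run with 24 h compound exposure of reporter cells at 37 °C. Each well was multiplexed: SteadyGlo luminescence measured ATXN2-luciferase expression after a fluorogenic Gly-Phe-AFC viability readout (25 uM final).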
S2 tox: viability counter-screen for ATXN expression inhibitors; S2 cells (HEK-293 line with an ATXN2-luciferase reporter) viability, CellTiter-Fluor protease fluorescence, 24 h; Potency, µM (highest dose often 56.7 µM), usual class: cytotoxic; AID 651635; actives 0.49% (n = 400,000); note: potency is the fitted concentration of half-maximal effect; nearly all actives have a fitted effect of over 40% in size
HT1080-NT tox: kills 2HG-producing HT-1080-NT fibrosarcoma cells | Potency, µM (doses to about 46.1 µM), for inactives: at the top dose activity, negative = less viability, usual class: cytotoxic | AID 686970 | actives 1.6% (n = 360,000) | HT-1080-NT fibrosarcoma viability, CellTiter-Glo ATP luminescence, 48 h;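 note: NT is the 2HG producing partner of a matched IDH1 knockdown line; potency is the fitted concentration of half-maximal effect; 0% = DMSO-treated cells and -100% = media-only wells without cells; nearly all actives have a fitted effect of over 55% in size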
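Luminescent CellTiter-Glo readout after 48 hours of compound exposure at 37 degrees C defined viability of HT-1080-NT cells. Activity was normalized to DMSO wells and cell-free media wells; concentration-response curves were fitted and assigned curve classes.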
IL-1B inflam inh: blocks inflammasome-driven IL-1 beta release. THP-1 LPS/ATP IL-1B secretion, AlphaLISA, 16 h; active compounds read low. activity change, % at 57.5 µM. actives 4.7% (n = 360,000); in the data active = activity change below about -50%; inconclusive = mostly about -30% to -49%; note: % is set by controls: 0 for no effect and ±100 for the full control effect
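Secreted IL-1B measured by AlphaLISA bead assay after 16 h compound exposure of THP-1 cells; compounds (final up to 57.5 uM) added 1 h before LPS (250 ng/mL) and ATP (1.25 mM) stimulation; lower signal means less secretion.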
KB-V1 MDR tox: kills drug-selected multidrug resistant KB-V1 cells; KB-V1 MDR cells viability, CellTiter-Glo, 72 h; Potency, µM (titrated, usually from 46.1 µM), for inactives: top-dose activity change, negative = cytotoxicity, most hits filed as cytotoxic; actives 3.4% (n = 400,000); note: potency is the fitted concentration of half-maximal effect; % is set by controls: 0 for no effect and ±100 for the full control effect; nearly all actives have a fitted effect of over 60% in size
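Following 72 h at 37 degrees C with compound, KB-V1 cell viability was read by CellTiter-Glo luminescence, medium being phenol-red-free DMEM plus 10% FBS; concentration-response parameters came from normalized, curve-fitted qHTS data.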
SW480 rereplic: inducers of DNA re-replication in SW480 colon cancer cells. Potency, µM (doses to about 46.1 µM), without a hit: at the highest dose re-replication activation, most hits filed as activators. actives 1.8% (n = 340,000). AID 624297. SW480 DNA re-replication, Hoechst DNA content imaging, 48 h; note: potency is the fitted concentration of half-maximal effect; % of control where 0% means no effect; nearly all actives have a fitted effect of over 55% in size
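Image-based read-out: total Hoechst fluorescence of nuclei (405 nm excitation, 500-530 nm emission), with hits raising the fraction of high-intensity nuclei. SW480 colon cells incubated 48 hr with compounds at 37 C.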
MCF10A rereplic: induces DNA re-replication in MCF 10a normal breast cells; MCF 10A DNA re-replication, Hoechst nuclear intensity, 48 h; Potency, µM (titrated, usually from 46.1 µM), inactives show at the top dose activity, positive = re-replication, usual class: activators; actives 2.9% (n = 350,000); AID 624296; note: potency is the fitted concentration of half-maximal effect; % of control where 0% means no effect; nearly all actives have a fitted effect of over 50% in size
KB-3-1 cytotox: kills parental KB-3-1 adenocarcinoma cells; KB-3-1 viability, CellTiter-Glo ATP luminescence, 72 h; Potency, µM (titrated, usually from 46.1 µM), without a hit: at the top dose activity change, negative = cytotoxic, most hits filed as cytotoxic; actives 1.4% (n = 400,000); note: potency is the fitted concentration of half-maximal effect; % is set by controls: 0 for no effect and ±100 for the full control effect; nearly all actives have a fitted effect of over 60% in size
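Cytotoxicity in the drug-sensitive parental line KB-3-1 was scored as loss of CellTiter-Glo luminescence following 72 h incubation with compound. Values come from curve fitting of normalized concentration-response data.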
HT1080 IDH1KD tx: kills HT-1080 cells with IDH1 knockdown; HT-1080 IDH1 knockdown viability, ATP luminescence, 48 h; actives 2% (n = 360,000); Potency, µM (titrated, usually from 46.1 µM), inactives show top-dose activity, negative = toxicity, most hits filed as cytotoxic;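 note: potency is the fitted concentration of half-maximal effect; 0% = DMSO wells and -100% = cell-free medium wells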
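Luminescent ATP read-out (CellTiter-Glo, 10 min at room temperature) after 48 h compound exposure at 37 °C gave viability of IDH1-knockdown HT-1080 cells. Activity was normalised to DMSO and cell-free wells, then fitted as concentration-response curves.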
Starred values were filed as active, the others as inactive; i = inactive; u = inconclusive; x = not tested or not shown; [ ] = dose if it differs, or a comment. Unless noted, calls come from the whole dose curve; as a rule, active = well fitted curve in the direction sought with a large enough effect; inconclusive = small, poorly fitted or top-dose-only effect, or another doubt; inactive = no such curve, though single readings can be large; an effect the other way counts as inactive or inconclusive.

SMILES	ATXN2 expr inh	S2 tox	HT1080-NT tox	IL-1B inflam inh	KB-V1 MDR tox	SW480 rereplic	MCF10A rereplic	KB-3-1 cytotox	HT1080 IDH1KD tx
CCSc1ccccc1C(=O)Nc1ccc([N+](=O)[O-])cc1OC	-28%	i	-1%	0	4%	1%	-4%	-3%	0%
Cc1ccc(NC(=O)c2c(C)nn(-c3ccccc3)c2Cl)cc1	33%	i	-17%	-10	-14%	1%	4%	-4%	-13%
Cc1ccc(COc2ccccc2C(=S)N2CCCC2)cc1	36%[11.3 µM]	i	0%	8	-6%	-13%	0%	-2%	1%
CCSC1=NCCN1S(=O)(=O)c1ccc(Cl)cc1	x	i	5%	5	21%	1%	0%	2%	7%
CCc1ccc(CN2CC(C(=O)O)CC2=O)cc1 (stereo unspecified)	0%	i	6%[9.24 µM]	0	18%	0%	-1%	0%	-26%
COC(=O)C1CCN(C(=O)CSc2nc3ccc(OC)cc3[nH]2)CC1	4%	i	9%	-64*	-7%	-5%	-10%	3%	12%
CCOC(=O)C1=CN2CCCC[C@@H]2CC1=O	3%	i	0%	-4	-7%	-7%	16%	0%	2%
O=C1COc2ccc(C(=O)COC(=O)c3ncc(Cl)c(Cl)c3Cl)cc2N1	2%	i	9%	10	0%	-36%[inhibitor]	-2%	-9%	2%
C[C@@H]1CN([C@H](C)CO)C(=O)CCCn2nncc2CO[C@@H]1CN(C)S(=O)(=O)c1ccc2ccccc2c1	-19%	i	-13%	-9	13%	x	x	-10%	-7%
CCOC(=O)Cn1c(=O)n(CC2CCCO2)c2nc(-c3c(F)cccc3Cl)nc(C(N)=O)c21 (stereo unspecified)	3%	i	x	x	u	x	x	3%	x
Cc1nc(-n2nnc3cc(C)c(C)cc32)c2c3c(sc2n1)CCCC3	-12%	i	1%	25	-7%	2%	3%	-22%	4%
CCCS(=O)(=O)NC(=O)C1(C)CCN(C(=O)c2cc(F)cc(F)c2)C1 (stereo unspecified)	12%	i	14%	19	20%	x	x	0%	u
CC1CCCCC1NC(=O)CN1CCC(NC(=O)c2ccc([N+](=O)[O-])cc2)CC1 (stereo unspecified)	-1%	i	-3%	32	u	-6%	0%	0%	-11%
CC(Oc1ccc(F)cc1)C(O)CCN(C)C (stereo unspecified)	-15%	u	3%	8	u	-40%[inhibitor]	u	-5%	2%
COc1cc(/C=C/C(=O)N2CCc3ccccc3C2)cc(OC)c1OC	x	i	-1%	16	u	-2%	3%	-1%	3%
CCOC(=O)CSC1=C(C#N)C(c2ccc(Cl)cc2)C(C(=O)OC)C(=O)N1 (stereo unspecified)	-19%	i	u	-18	13%	9%	u	0%	u
O=C(OCC(=O)N1CCN(c2ccccc2)CC1)c1nc(Cl)ccc1Cl	7%	i	6%	8	-3%	-8%	-4%	0%	3%
Cc1ccc(NC(=O)COC(=O)c2c[nH]c3ccccc23)cc1C	x	x	18%	10	21%	x	x	0%	1%
CCOC(=O)C1=C(C)N=C(/N=C/N(C)C)SC1c1ccccc1 (stereo unspecified)	5%	i	u	13	u	7%	-3%	-17%	u
NS(=O)(=O)c1ccc(CNS(=O)(=O)c2ccc3ccccc3c2)cc1	-6%	i	-4%	i	-12%	-32%[inhibitor]	u	21%	u
Cc1c(-c2ccccc2)nc(N)c(C#N)c1-c1cccs1	-2%	i	-8%	0	0%	-23%	586%[0.0737 µM]	13%	-16%
Cc1ccc(N2C(=O)[C@@H]3C(c4ccc(F)cc4)=NO[C@@H]3C2=O)cc1	-10%	i	11%	20	7%	-7%	0%	4%	6%[9.24 µM]
CS(=O)(=O)N1CCCC(C(=O)NCc2ccccc2Cl)C1 (stereo unspecified)	7%	i	0%	-4	4%	-9%	-5%	0%	0%
COc1ccc(C(=O)Nc2ccc(F)cc2F)cc1	0%	i	-1%	-12	3%	-7%	-7%	7%	0%

Part of the list above in order of heavy-atom count, lowest first.
SMILES	ATXN2 expr inh	S2 tox	HT1080-NT tox	IL-1B inflam inh	KB-V1 MDR tox	SW480 rereplic	MCF10A rereplic	KB-3-1 cytotox	HT1080 IDH1KD tx
CCOC(=O)C1=C(C)N=C(/N=C/N(C)C)SC1c1ccccc1 (stereo unspecified)	5%	i	u	13	u	7%	-3%	-17%	u
Cc1ccc(N2C(=O)[C@@H]3C(c4ccc(F)cc4)=NO[C@@H]3C2=O)cc1	-10%	i	11%	20	7%	-7%	0%	4%	6%[9.24 µM]
O=C(OCC(=O)N1CCN(c2ccccc2)CC1)c1nc(Cl)ccc1Cl	7%	i	6%	8	-3%	-8%	-4%	0%	3%

Later entries
SMILES	ATXN2 expr inh	S2 tox	HT1080-NT tox	IL-1B inflam inh	KB-V1 MDR tox	SW480 rereplic	MCF10A rereplic	KB-3-1 cytotox	HT1080 IDH1KD tx
CC(=O)N1CCN(Cc2nc3cc(NS(C)(=O)=O)ccc3n2C)CC1	-4%	i	5%	12	-6%	-3%	7%	6%	7%
CCN1CCN(C(=O)CCNC(=O)Cn2cnc3ccccc3c2=O)CC1	-11%	i	-1%	-11	20%	1%	-2%	-2%	17%
Cc1ccc(OCC(=O)N2CCc3ccccc3C2)c([N+](=O)[O-])n1	2%[11.3 µM]	i	15%	-17	0%	-7%	0%	11%	17%
O=C(Nc1nnc(-c2ccccc2F)s1)c1ccccc1F	-3%	i	5%	-3	-7%	2%	2%	20%	17%
CC(=O)NC(CC(=O)O)c1ccccc1 (stereo unspecified)	x	i	5%	13	13%	-15%	0%	2%	-2%
CC1(C(=O)Nc2cccc(Oc3ccccc3)c2)CCN1C1Cc2ccccc2C1 (stereo unspecified)	10%	i	u	50	0%	x	x	0%	u
Cc1nn(CCC(N)=O)c2nc(-c3cccs3)cc(C(F)(F)F)c12	-30%	i	u	-14	-25%	u	5%	-22%	u
CCCCCn1c(=O)c2ccccc2n2c(CCl)nnc12	u	i	23µM*	-100*	u	u	u	u	23µM*
CCOc1ccc(S(=O)(=O)N/N=C2/CCCC(=O)C2)cc1	2%	i	1%	0	-5%	-10%	14%	1%	7%
CCOC(=O)NC(=O)CN1C(=O)NC2(CCc3ccccc32)C1=O (stereo unspecified)	6%	i	2%	-4	13%	-7%	-5%	4%	4%
Cc1cc(C)cc(N(CCC#N)C(=O)CSc2ncnc3sccc23)c1	-14%	i	-2%	u	u	12%	1%	-19%	0%
CCOC(=O)C1(Cc2cccc(OC)c2)CCCN(C(=O)CCN2CCCO2)C1 (stereo unspecified)	79%[activator]	i	28%	6	-14%	9%	-1%	10%	1%
O=C(Nc1nccs1)c1cc2c(s1)-c1ccccc1OC2	10%	i	-22%	79	-17%	16µM*	9.2µM*	u	-24%
Cc1nc(-c2ccccc2)sc1-c1n[nH]c(=S)n1C	1%	i	12%	14	u	23µM*	15%	-1%	2%
O=C(CCCCCN1C(=O)c2cccc3cccc(c23)C1=O)NCc1ccco1	-13%	i	-6%	-13	-8%	-5%	14%	-1%	15%
CCn1c(SCC(=O)NCC(=O)Nc2ccc(F)cc2)nnc1-c1ccncc1	1%	i	9%	4	3%	-4%[9.22 µM]	2%	7%	11%
CCCCNS(=O)(=O)c1ccc(OC)cc1	-2%	i	5%	0	2%	0%	1%	-10%	8%
O=C1CC(c2ccccc2)CN1C(=O)c1cccc([N+](=O)[O-])c1 (stereo unspecified)	-14%	i	6%	0	-2%	0%	u	0%	2%
CCC[C@@H](OS(N)(=O)=O)[C@@H](Cc1ccccc1)C(=O)OCC	9%	i	-7%	27	-2%	5%	-6%	0%	-7%
COc1cc(C2NC(=O)NC(c3ccccc3)=C2C(C)=O)c(Cl)cc1OCC(=O)O (stereo unspecified)	-1%	i	17%	21	27%	4.1µM*	7%	u	15%
CC(=O)N1CCc2c(sc(NC(=O)c3cccc(N4C(=O)CCC4=O)c3)c2C(N)=O)C1	3%	i	2%	4	20%	-9%	-42%[inhibitor]	-6%	10%
CCc1nc2ccccc2c(C(=O)OCCN2C(=O)c3ccccc3C2=O)c1C	0%	i	-13%	18	5%	0%[9.22 µM]	19%	0%	-10%
COc1ccc(OCC(=O)NNC(=O)C(=O)Nc2ccc(C)cc2)cc1	5%	i	0%	-2	27%	-41%[inhibitor]	1%	6%	11%
CCOc1ccccc1NC(=O)N1CCC(NC(=O)C2CCCCC2)CC1	1%	i	3%	10	-26%	-8%	-23%	-11%	1%
O=C(NCc1cccn1Cc1ccccc1)Nc1ccc(Br)cc1F	-29%	u	x	x	2%	x	x	-7%	x
Cc1cc(C)c2c(=O)n(CC(=O)NCCCN3CCOCC3)sc2n1	15%	i	4%	-97*	u	2%	u	29%	-11%
CC(C)CC(CO)N1CCN(C(=O)c2cccc(C(F)(F)F)c2)CCC1=O (stereo unspecified)	4%	i	7%	3	4%	-16%[9.22 µM]	4%	6%	0%
CCOC(=O)C1(CCCc2ccccc2)CCN(C(=O)CCc2cnn(C)c2)CC1	x	i	-15%	0	u	18%	4%	-8%	-19%
CC(=O)N1CCC(C(=O)Nc2ccc(S(=O)(=O)N3CCCCC3)cc2)CC1	1%	i	1%	-1	1%	-3%	1%	-3%	2%
CCOC(=O)Cn1c(=O)n(C2CCCCC2)c2nc(-c3cccc(C)c3)nc(C(N)=O)c21	1%	i	x	x	-11%	x	x	7%	x
Cc1ccc(S(=O)(=O)NC(=O)c2ccc(Br)o2)c(C)c1	10%	i	5%	15	0%	7%	0%	0%	11%
Cc1cc(C(F)(F)F)nn1Cc1n[nH]c(=S)n1-c1cccc(Cl)c1	2%	i	6%	16	u	10%	u	6%	4%
Cc1nnc(OC(C)C)c2nn(-c3ccccc3F)c(C)c12	2%	i	-7%	-3	u	0%	3%	-5%	2%
Cc1ccc(NCc2nnc(SCC(N)=O)n2CC2CCCO2)c(C)c1 (stereo unspecified)	2%	i	3%	5	19%	-3%	0%	1%	1%

Screening data (PubChem)
